GC-B act – GC-B (human) receptor activation | hit rate 0.11% among 370,000 | activation, % at 10 µM | AID 1920062 | HEK293-GC-B cells, CNP EC30, cGMP TR-FRET; 0% at EC30 CNP, 100% saturating CNP;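 active means activation at 10 µM reaching about 35% in either raw or pattern-adjusted values, limit read from the data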
Target sequence (P20594 whole entry, looked up): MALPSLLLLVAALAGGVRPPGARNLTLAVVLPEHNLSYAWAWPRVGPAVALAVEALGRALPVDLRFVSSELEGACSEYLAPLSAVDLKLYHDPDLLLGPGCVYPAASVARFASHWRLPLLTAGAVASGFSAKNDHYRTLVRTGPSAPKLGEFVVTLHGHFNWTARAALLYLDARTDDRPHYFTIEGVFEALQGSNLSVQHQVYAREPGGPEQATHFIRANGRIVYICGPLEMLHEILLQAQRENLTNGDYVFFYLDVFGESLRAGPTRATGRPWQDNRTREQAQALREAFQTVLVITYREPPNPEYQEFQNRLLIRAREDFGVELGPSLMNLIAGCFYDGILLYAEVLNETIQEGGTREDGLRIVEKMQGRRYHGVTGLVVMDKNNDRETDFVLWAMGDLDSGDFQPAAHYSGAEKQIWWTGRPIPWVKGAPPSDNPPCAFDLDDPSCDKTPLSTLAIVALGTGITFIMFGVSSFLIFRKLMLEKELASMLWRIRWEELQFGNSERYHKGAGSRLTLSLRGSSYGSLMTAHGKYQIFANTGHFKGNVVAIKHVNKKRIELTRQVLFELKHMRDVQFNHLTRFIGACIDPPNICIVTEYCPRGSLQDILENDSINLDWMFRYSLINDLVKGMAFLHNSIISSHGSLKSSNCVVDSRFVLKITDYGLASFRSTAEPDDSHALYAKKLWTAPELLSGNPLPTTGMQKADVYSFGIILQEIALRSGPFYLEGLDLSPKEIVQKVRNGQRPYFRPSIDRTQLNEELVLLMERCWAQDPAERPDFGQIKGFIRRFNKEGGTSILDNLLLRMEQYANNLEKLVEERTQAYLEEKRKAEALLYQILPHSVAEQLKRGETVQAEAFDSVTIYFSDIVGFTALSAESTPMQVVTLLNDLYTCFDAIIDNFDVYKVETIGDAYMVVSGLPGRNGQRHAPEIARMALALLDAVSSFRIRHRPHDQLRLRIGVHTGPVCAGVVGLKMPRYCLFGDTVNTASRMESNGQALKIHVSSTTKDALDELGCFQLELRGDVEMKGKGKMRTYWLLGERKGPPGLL
GC-A act – GC-A (human) enzyme activation | activation, % at 10 µM | P16066 | hit rate 0.14% among 370,000 | HEK293 GC-A cells, cGMP TR-FRET, EC30 ANP; 0% at EC30 ANP, 100% saturating ANP; in the data active means activation above about 40%
ARFGAP1 inhibitor – inhibitors of rat ARFGAP1 | hit rate 0.26% among 360,000 | inhibition, % at 16.5 µM | Q62848 | Arfgap1-stimulated ARF1 GTP hydrolysis, GDP FP detection | AID 651572;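 active means inhibition above a per-plate limit, mean inhibition of low control wells plus 3 SD, cut at about 25% in these data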;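 further: 0% = DMSO wells with enzyme and 100% = wells lacking Arfgap1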
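Assay system: Rat Arfgap1 GAP domain (His6, aa 1-136), purified enzyme | Buffer or medium: HEPES 25 mM pH 7.5, NaCl 150 mM, MgCl2, DTT | Schedule: GTP hydrolysis reaction 2 h at 25 °C | Signal: FP of antibody-bound GDP Alexa 633 tracer, ex 620/em 688 nm | Measure: Percent inhibition of Arfgap1-stimulated GTP hydrolysis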
SMARCA2 activ – SMARCA2 function activation, primary screen. MG213 cells, MMTV-luciferase reporter, dexamethasone, overnight. activation, % at 9.1 µM. hit rate 1% among 370,000. AID 652017; in the data active means activation above about 7.8%;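 further: 0% = vehicle wells and 100% = reference activator wells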
ABHD4 inh – inhibitors of mouse ABHD4; Q8VD66; purified mABHD4, FP-Rh probe fluorescence polarization; inhibition, % at 8.92 µM; hit rate 0.54% among 370,000;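 active means inhibition exceeding the mean over every tested compound plus 3 SD, cut at about 30% in these data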;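 further: 0% = plate median of compound wells and 100% = S159A mutant with DMSO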
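Doses – 8.92 µM, single dose · Material – wild-type mouse ABHD4 protein · Replication – single well per compound (singlicate) · Measure – percent inhibition of probe binding, normalized to plate controls · Schedule – 45 min compound pre-incubation plus 60 min probe step, 25 °C · Detection – fluorescence polarization with parallel and perpendicular emission, 525/598 nm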
NR1D1 modulator – modulates human Rev-erb alpha binding to DNA; AID 1259318; P20393; hit rate 0.79% among 370,000; Rev-erbα–FITC-DNA binding, fluorescence polarization, 90 min; activity, % at 10 µM;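 active means activity above about 14%, limit read from the data; passing the limit was not always enough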;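 further: 0% = DMSO wells with 35 nM protein and 100% = DMSO wells with 750 nM protein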
rCAG binder – molecules binding r(CAG) RNA repeats | r(CAG) RNA repeat, TO-PRO-1 dye displacement fluorescence | inhibition, % at 3 µM | hit rate 1.3% among 370,000 | AID 651821;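 active means inhibition above the plate cutoff, the mean of all test compounds on that plate plus 3 SD, cut at about 35% in these data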;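 further: 0% = DMSO alone and 100% = 100 µM mitoxantrone as full dye displacement; higher means more dye released from RNA so lower well fluorescence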
ASAP1 GAP inh – blocks human ASAP1-stimulated Arf1 GTP hydrolysis; Q9ULH1; GDP FP detection; inhibition, % at 16.5 µM; hit rate 0.19% among 360,000; AID 624377; in the data active means inhibition above about 25%;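 further: 0% = vehicle with enzyme and substrate and 100% = no enzyme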
PG9 binder – small molecules binding HIV-1 gp120 antibody PG9; AID 624416; inhibition, % at 6.7 µM; hit rate 0.43% among 360,000; TR-FRET gp120-PG9 antibody binding; in the data active means inhibition above about 8.5%
HTRA1 inh – blocks human HTRA1 serine peptidase; AID 504803; hit rate 0.5% among 340,000; Q92743; inhibition, % at 5.96 µM; recombinant HTRA1, FP-rhodamine activity-based probe, fluorescence polarization; in the data active means inhibition above about 36%;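 further: 0% = enzyme with DMSO and 100% = wells lacking enzyme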
* marks the source's active call; other numbers are inactive results; x = no result given; & = joins results of further samples.

SMILES | GC-B act | GC-A act | ARFGAP1 inhibitor | SMARCA2 activ | ABHD4 inh | NR1D1 modulator | rCAG binder | ASAP1 GAP inh | PG9 binder | HTRA1 inh
COc1ccc(C(=O)NCc2nnc(SCC(=O)N3CCc4ccccc43)o2)cc1OC | 1 | -2 | -1 | 3 | 2 | 2 | -2 | 0 | -1.8 | 3
Cc1ccc(C(=O)N2CCC(C(=O)Nc3cccc([N+](=O)[O-])c3)CC2)cc1 | -5 | 0 | 1 | -1 | 0 | 4 | 0 | -2 | -1.1 | 1
CC(C)NC(=O)c1onc(CSc2ccccc2)c1C(=O)O | -2 | 0 | 12 | 0 | 8 | -4 | 1 | 2 | -0.9 | 0
O=C1OC[C@H]2CCCN2C(=O)[C@@H](CC(=O)N(CCO)Cc2ccccc2)C/C=C\CC[C@H]1Cc1ccc(F)cc1 | -5 | 0 | -6 | 1 | -1 | 0 | -8 | 2 | 0.5 | -8
CC1(C(=O)NCc2cccc(Cl)c2)Cc2c(-c3ccc(C(N)=O)cc3)ccnc2O1 (stereo unspecified) | -22 | -26 | 2 | -3 | 4 | -5 | 1 | -7 | 2.4 | x
O=C(CCCc1ccccc1)Nc1ccnn1C1CCN(Cc2ccc(Cl)cc2)CC1 | -4 | -5 | 1 | -8 | 4 | -1 | -5 | 2 | -0.8 | -3
CCOc1ccc(C(CC(=O)O)NC(=O)C2c3ccccc3Oc3ccccc32)cc1 (stereo unspecified) | 1 | 1 | 6 | 1 | 3 | 10 | 15 | 3 | -0.8 | -1
S=c1nc(-c2csc3c2CCCC3)[nH][nH]1 | -3 | -1 | 1 | -1 | -3 | 3 | 14 | 5 | 3.5 | 8
Cc1ccc(-c2noc(CCC(=O)NCCCN3CCN(c4cccc(Cl)c4)CC3)n2)cc1 | -14 | -9 | -3 | -2 | 4 | 3 | -5 | 2 | -0.6 | 4
OC1(C#CCN2CCCC2)c2ccccc2-c2ccccc21 | -2 | -4 | 10 | 0 | 1 | 5 | -4 | 2 | 1.4 | 5
O=C(CSc1ccc2c(c1)OCCO2)NCc1ccccc1 | 1 | 4 | 7 | 1 | 0 | 5 | -1 | -8 | -1.2 | 4
Cc1nn(CC(C)C)c(Cl)c1C(=O)NCC1CCCO1 (stereo unspecified) | -3 | 0 | 3 | 1 | 4 | 6 | 2 | 2 | 1.6 | 7
C/C(=N\NC(=O)c1ccccc1)C1C2C=CC(C2)C1(C)C (stereo unspecified) | 2 | 5 | 13 | 5 | 1 | 4 | 2 | -5 | 1.2 | 13
COc1ccc(CCNC(=O)C(=O)NCC2OCCN2C(=O)c2ccc(Cl)cc2)cc1OC (stereo unspecified) | -6 | -1 | 8 | 9.5* | -1 | 3 | 3 | 7 | -0.3 | -2
N/C(=N\OC(=O)COc1cc(Cl)c(Cl)cc1Cl)c1ccncc1 | -2 | 3 | -9 | 2 | -5 | -2 | 3 | 6 | -1.3 | x
O=C(COC(=O)c1c(F)cccc1F)Nc1ccccc1OC(F)F | 1 | -2 | 5 | 0 | -2 | 4 | -1 | -11 | -1.3 | 4
COCCCn1c(=O)c2sccc2n(Cc2cccc(C)c2)c1=O | -4 | 5 | -9 | -1 | -8 | -7 | -3 | 7 | -1.1 | 1
CCOC(=O)/C(N=Nc1ccc(C(=O)O)cc1[N+](=O)[O-])=C(\C)O | 2 | 0 | 11 | -2 | 0 | -2 | 4 | -12 | 1.2 | 2
Cc1ccccc1C(=O)N1CCc2ccccc2C1 | 0 | -6 | -4 | -2 | 7 | 1 | -4 | 4 | 1.7 | -4
CCC(C)(C)NC(=O)C(c1ccc(C)cc1)N(CC1CCCO1)C(=O)CCC(=O)Nc1ccccn1 (stereo unspecified) | 0 | -2 | 2 | -3 | -2 | 8 | -1 | 13 | 1.0 | 0

Reformatted with values under each structure: part of the list above.
The line under a structure holds: GC-B act | GC-A act | ARFGAP1 inhibitor | SMARCA2 activ | ABHD4 inh | NR1D1 modulator | rCAG binder | ASAP1 GAP inh | PG9 binder | HTRA1 inh
O=C(CSc1ccc2c(c1)OCCO2)NCc1ccccc1
→ 1 | 4 | 7 | 1 | 0 | 5 | -1 | -8 | -1.2 | 4
Cc1nn(CC(C)C)c(Cl)c1C(=O)NCC1CCCO1 (stereo unspecified)
→ -3 | 0 | 3 | 1 | 4 | 6 | 2 | 2 | 1.6 | 7

Two entries from above, with each value named:
Cc1ccc(C(=O)N2CCC(C(=O)Nc3cccc([N+](=O)[O-])c3)CC2)cc1
  GC-B act: -5
  GC-A act: 0
  ARFGAP1 inhibitor: 1
  SMARCA2 activ: -1
  ABHD4 inh: 0
  NR1D1 modulator: 4
  rCAG binder: 0
  ASAP1 GAP inh: -2
  PG9 binder: -1.1
  HTRA1 inh: 1
CC(C)NC(=O)c1onc(CSc2ccccc2)c1C(=O)O
  GC-B act: -2
  GC-A act: 0
  ARFGAP1 inhibitor: 12
  SMARCA2 activ: 0
  ABHD4 inh: 8
  NR1D1 modulator: -4
  rCAG binder: 1
  ASAP1 GAP inh: 2
  PG9 binder: -0.9
  HTRA1 inh: 0

Next part
SMILES | GC-B act | GC-A act | ARFGAP1 inhibitor | SMARCA2 activ | ABHD4 inh | NR1D1 modulator | rCAG binder | ASAP1 GAP inh | PG9 binder | HTRA1 inh
Cc1c(C(=O)c2ccc(Cl)cc2[N+](=O)[O-])c2ccccn2c1CCC#N | -1 | 2 | -2 | 5 | -2 | 3 | 0 | 2 | -0.3 | -2
Cn1c(N)c(C(=O)CSc2nn(-c3ccc(F)cc3)c(=S)s2)c(=O)n(C)c1=O | 2 | 0 | 3 | -3 | -4 | 42* | 3 | -2 | -1.0 | -8
Cc1c(/C=N\NC(=O)c2c[nH]c3ccccc23)cnn1C | 0 | -1 | 8 | 1 | -9 | -7 | 8 | 12 | -4.2 | -4
C=CCc1cc(/C=C2/NC(=O)NC2=O)cc(OCC)c1O | -17 | 5 | -6 | 0 | 2 | 2 | 2 | -4 | -5.9 | 2
COc1cccc(N2CCN(C3OC(=O)c4ccccc43)CC2)c1 (stereo unspecified) | 1 | 4 | -4 | -1 | -5 | 2 | 0 | -4 | -1.5 | -3
COc1ccc2nc(Nc3nc4cc5c(cc4s3)OCCO5)sc2c1 | -3 | 0 | 0 | 0 | 19 | 10 | 34 | 11 | 0.4 | 2
Cc1ccc(C(C)C)c(O)c1 | 3 | -5 | -1 | -3 | -6 | 7&10 | 1 | -9 | -1.6 | -17
COc1ccc2cnn(-c3ccc(C)cc3)c(=O)c2c1OC | -6 | 1 | 1 | 3 | 13 | 3 | -4 | -3 | -2.3 | -1
CC(=O)c1ccc(N2CCN(C(=S)Nc3cccc(F)c3)CC2)cc1 | -3 | 2 | -1 | 0 | -2 | 29* | 4 | 15 | 0.8 | -5
COc1ccc2nc(C)[nH]c(=O)c2c1 | -4 | 2 | 1 | 1 | -1 | -4 | -1 | -4 | 0.5 | 3
COCCn1c(=NC(=O)c2ccc(S(=O)(=O)N3CCc4ccccc4C3)cc2)sc2cc(S(N)(=O)=O)ccc21 | 0 | -3 | 0 | -3 | -104 | -2 | 34 | 3 | -4.2 | -96
O=C(/C=C/c1ccccc1)NCCS(=O)(=O)N1CCN(c2ccccc2)CC1 | -11 | -11 | 6 | -2 | 5 | -3 | -2 | 4 | 0.0 | -2
Cc1cccc[n+]1CCCCCCCCCC[n+]1ccccc1C | -2 | 3 | -1 | -5 | -6 | -2 | 1 | 0 | -1.1 | 5
CCN(CC)S(=O)(=O)c1ccc(C(=O)NCC(c2cccs2)N2CCOCC2)cc1 (stereo unspecified) | 4 | 1 | 7 | -2 | 0 | -2 | -4 | -7 | -2.4 | -5
COCCCn1c(SCC(=O)NC2CCCCC2)nnc1-c1ccco1 | 1 | 2 | 3 | -1 | -1 | 1 | 2 | -2 | 0.2 | -3
CC(C)(C)NC(=O)C(Cc1ccccc1)NS(=O)(=O)c1cccc2nsnc12 (stereo unspecified) | -3 | -2 | -9 | -3 | -5 | -4 | -1 | 5 | -0.3 | -7
CC[C@]12c3[nH]c4cc(-c5ccco5)ccc4c3CCN1C(=O)[C@@H](CC(=O)NCc1ccco1)C[C@@H]2C(=O)N1CCN(C(=O)c2ccco2)CC1 | 2 | 3 | -7 | 1 | 7 | -2 | 8 | -5 | -1.1 | -4
COc1ccc(-c2nc(CNS(=O)(=O)c3cc(OC)ccc3OC)cs2)cc1 | -14 | -13 | 0 | -3 | -4 | -1 | 2 | -1 | -0.7 | -4
COc1ccccc1-c1cn[nH]c1-c1ccc(O)cc1O | -1 | 7 | -9 | -3 | 3 | 2 | 5 | -4 | -0.1 | 5
CCN(CCCNC(=O)CCCCn1c(=O)[nH]c2ccccc2c1=O)c1ccccc1 | -6 | -3 | -18 | -4 | 1 | 6 | -3 | -12 | -0.1 | 2
COC(=O)Cn1c(-c2ccc(OC)cc2)c(-c2ccc(OC)cc2)nnc1=O | -1 | 4 | 2 | -3 | -13 | -2 | -8 | -3 | -0.5 | -2
COc1ccccc1NC(=O)C(C)OC(=O)CC1CCCCC1 (stereo unspecified) | -1 | -1 | 11 | -1 | 0 | -2 | -3 | 4 | -0.5 | -11
O=C1N(c2ccccc2)C2CS(=O)(=O)CC2N1c1ccc(Cl)c(Cl)c1 (stereo unspecified) | -2 | 2 | 2 | -2 | -14 | -1 | 6 | 4 | -0.1 | -3
O=C1ON=C(c2ccccc2)/C1=C/c1ccc(O)c(O)c1 | -1 | 18 | -3 | -1 | 8 | -6 | 2 | -1 | 2.2 | 11
CCOC(=O)N1CCC(NC(=O)C(CC(C)C)NC(=O)C2CCCCC2)CC1 (stereo unspecified) | 2 | -2 | 10 | -7 | 3 | 3 | -2 | 11 | 1.2 | 4
NC(N)=NC(=S)Nc1ccc(Cl)cc1 | 8 | 4 | 5 | 0 | 4 | 1 | -4 | 7 | -2.3 | -4
Cc1noc(C)c1COc1cccc(C(=O)OCCOc2ccc(F)cc2)c1 | -3 | 3 | 6 | 0 | -23 | -8 | 4 | -13 | 1.8 | -25
CCCCCCCC(=O)NNC(=O)Cc1ccccc1 | 3 | -6 | x | x | x | -4 | x | x | x | -7
CCCCN1CN2CCc3ccccc3C2CS1(=O)=O (stereo unspecified) | 1 | -2 | x | -3 | 2 | 2 | -1 | x | x | x
COc1cccc(C(=O)N2CCN(C3CCC(c4ccccc4)CC3)CC2)c1OC (stereo unspecified) | 2 | 4 | 6 | -1 | 17 | 8 | -11 | 6 | -0.3 | -2
CC1(C(=O)O)CCC(C(=O)Nc2ccc3ccccc3c2)C1(C)C (stereo unspecified) | -9 | 2 | 1 | 3 | -10 | 2 | 1 | 6 | -0.8 | 2
O=c1c2c3c(sc2nc2n1CCCS2)CCCC3 | 6 | -2 | 12 | 2 | 1 | 0 | 0 | -7 | 1.6 | 6
O=C(Nc1ccc(C(=O)NC2CCCCC2)cc1)c1cncc(Br)c1 | 1 | -1 | 6 | -3 | 3 | 3 | 1 | -2 | -1.0 | 0
C[C@@H]1CNC(=O)c2c(C(=O)N[C@H](C)c3ccccc3)ncn21 | -1 | 2 | -5 | -1 | 3 | -6 | 2 | -21 | 1.2 | 7
CCc1c(O)nc2ccccn2c1=O | 1 | -2 | -11 | -4 | 1 | -6 | -1 | -3 | -0.3 | 1
CCOC(=O)c1cccc(NC(=O)CSc2nncn2-c2ccccn2)c1 | 1 | 0 | 10 | 4 | 1 | -7 | 1 | -10 | -0.3 | -2
CCCc1nc2c(=O)[nH]c3ccccc3c2o1 | -6 | -2 | -2 | -4 | 2 | -2 | -3 | -10 | 1.7 | 0
